Bioassay records from PubChem.
EZH2 inh – inhibitors of human EZH2/PRC2 methyltransferase; Q15910; PRC2 H3K27 methylation, DELFIA TRF, 1 h; inhibition, % at 12.5 µM; 0.35% of 57,000 active; AID 651548;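 active = mean inhibition of replicates at least 50% and every single replicate also reaching 50%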;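 note: dimethyl H3K27 on biotinylated H3 21-44 peptide detected by antibody; plate controls were median neutral control wells for no effect and median positive control wells for full effect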
IDH1 R132H inh – IDH1 R132H (human) inhibition | 0.18% of 70,000 active | AID 624101 | inhibition, % at 10 µM | IDH1 R132H reductase, diaphorase/resazurin fluorescence, 60 min; in the data active = inhibition above about 34%;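 note: 0% = DMSO and 100% = no enzyme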
Target sequence (O75874 whole entry R132H): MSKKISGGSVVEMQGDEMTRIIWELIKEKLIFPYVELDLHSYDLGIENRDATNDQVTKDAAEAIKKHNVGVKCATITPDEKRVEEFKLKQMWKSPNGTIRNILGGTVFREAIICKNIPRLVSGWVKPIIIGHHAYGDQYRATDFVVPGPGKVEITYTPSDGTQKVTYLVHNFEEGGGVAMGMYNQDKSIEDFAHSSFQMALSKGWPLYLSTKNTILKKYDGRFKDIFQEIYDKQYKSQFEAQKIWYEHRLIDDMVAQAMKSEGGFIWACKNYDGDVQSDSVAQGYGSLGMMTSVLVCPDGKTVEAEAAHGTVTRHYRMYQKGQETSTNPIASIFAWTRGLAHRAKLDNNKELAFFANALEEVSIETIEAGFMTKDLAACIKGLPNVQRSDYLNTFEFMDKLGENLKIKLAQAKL
Active calls of the source: *; / = no result given; & = joins results of further samples.

Results follow in this order: IDH1 R132H inh	EZH2 inh
> C[C@@H]1CN([C@@H](C)CO)C(=O)c2cc(NC(=O)Nc3ccc(F)cc3)ccc2O[C@@H]1CN(C)Cc1ccc(C(=O)Nc2ccccc2N)cc1
  -0.4	-4
> CCC(=O)OCC(=O)[C@@]1(OC(=O)CC)[C@@H](C)C[C@H]2[C@@H]3CCC4=CC(=O)C=C[C@]4(C)[C@@]3(Cl)[C@@H](O)C[C@@]21C
  -0.9	-29
> CC(C)NC(=O)N[C@H]1CC[C@@H](CCNC(=O)C2CCCC2)O[C@H]1CO
  0.5	8
> C[C@@H]1CN([C@@H](C)CO)C(=O)c2cc(Br)cnc2O[C@@H]1CN(C)C(=O)NC1CCCC1
  -2.5	22
> CCCN(C)C[C@H]1OCCCC[C@@H](C)Oc2ccc(NS(=O)(=O)c3ccc(C)cc3)cc2C(=O)N([C@H](C)CO)C[C@H]1C
  /	-37
> C[C@H](CO)N1C[C@H](C)[C@@H](CN(C)C(=O)Nc2ccc(C(F)(F)F)cc2)OCCCC[C@H](C)Oc2ccc(NC(=O)c3ccncc3)cc2C1=O
  -3.9	/
> CC(C)CC#Cc1cnc2c(c1)C(=O)N([C@H](C)CO)C[C@@H](C)[C@@H](CN(C)S(=O)(=O)c1cn(C)cn1)O2
  0.4	/
> COc1ccc(NC(=O)N(C)C[C@@H]2Oc3ccc(NS(=O)(=O)c4cn(C)cn4)cc3CC(=O)N([C@H](C)CO)C[C@H]2C)cc1
  0.1	/
> C[C@H](CO)N1C[C@H](C)[C@@H](CN(C)C(=O)C2CCOCC2)Oc2cc(C3=CCCCC3)ccc2S1(=O)=O
  1.7	-1
> C[C@@H]1CN([C@H](C)CO)C(=O)c2cc(NC(=O)CCC(F)(F)F)ccc2O[C@H]1CN(C)CC1CCCCC1
  2.5	-4
> Cc1ccc(S(=O)(=O)Nc2ccc3c(c2)CC(=O)N([C@@H](C)CO)C[C@@H](C)[C@@H](CN(C)Cc2ccc4c(c2)OCO4)O3)cc1
  2.1	-29
> COC(=O)C[C@@H]1C[C@@H]2c3cc(NS(=O)(=O)c4cccc(OC)c4)ccc3O[C@@H]2[C@H](CO)O1
  0.1	7
> Cc1ccc(S(=O)(=O)Nc2ccc3c(c2)C(=O)N([C@@H](C)CO)C[C@H](C)[C@@H](CN(C)C(=O)NC2CCCCC2)O3)cc1
  -0.2	-7
> COc1ccc(Cl)cc1N(CC(=O)Nc1ccc(I)cc1)S(C)(=O)=O
  -0.2	-11
> COc1ccc(CNC(=O)C[C@@H]2C=C[C@H](NC(=O)Nc3ccc4c(c3)OCO4)[C@@H](CO)O2)cc1
  0.3	-20
> Cc1ccccc1-c1cnc2c(c1)C(=O)N([C@H](C)CO)C[C@@H](C)[C@H](CN(C)CC1CCOCC1)O2
  -0.4	1
> CC(=O)N[C@H]1C=C[C@@H](CC(=O)NCc2ccc(Cl)cc2)O[C@H]1CO
  -0.3	-1
> C[C@@H]1CN([C@@H](C)CO)C(=O)c2cc(NC(=O)CCC(F)(F)F)ccc2O[C@H]1CN(C)C(=O)Nc1cccc2ccccc12
  0.3	4
> COc1ccc(NC(=O)N(C)C[C@@H]2OCCCC[C@H](C)Oc3ccc(NS(=O)(=O)c4cn(C)cn4)cc3C(=O)N([C@@H](C)CO)C[C@@H]2C)cc1
  -3.9	/
> C[C@@H]1CCCCO[C@@H](CN(C)Cc2ccc(C(F)(F)F)cc2)[C@H](C)CN([C@@H](C)CO)C(=O)c2cc(NC(=O)Nc3ccccc3)ccc2O1
  7.3	/
> N#Cc1c(NC(=O)Cn2c(=O)oc3ccccc32)oc(-c2ccccc2)c1-c1ccccc1
  0.1	/
> O=C(OCC1=CC(O)C2C=CO[C@@H](O[C@@H]3O[C@H](CO)[C@@H](O)[C@H](O)[C@H]3O)C12)c1ccccc1 (some centres undefined)
  0.1	10
> Cc1cccc(NC(=O)c2ccccc2NC(=O)COc2ccc([N+](=O)[O-])cc2)c1C
  0.0	-2
> COc1ccc(S(=O)(=O)Nc2cccc3c2O[C@@H](CN(C)CC2CC2)[C@@H](C)CN([C@H](C)CO)C3=O)cc1
  -1.9	/
> O=C(C[C@H]1C[C@@H]2c3cc(NC(=O)Nc4ccccc4F)ccc3O[C@@H]2[C@H](CO)O1)NCc1cc(F)ccc1F
  0.1	-10
> CO[C@H]1CN(C)C(=O)c2cc(NC(C)=O)ccc2OC[C@H](C)N(C(=O)c2ccccc2)C[C@@H]1C
  0.5	-1
> COc1ccc(S(=O)(=O)Nc2cccc3c2O[C@@H](CN(C)C(=O)Nc2ccccc2)[C@H](C)CN([C@H](C)CO)C3=O)cc1
  0.2	/
> O=C(CC1(O)C(=O)N(Cc2ccc(Cl)cc2)c2ccccc21)c1cc2ccccc2oc1=O (centres undefined)
  0.0	8
> COCC(=O)Nc1ccc2c(c1)C(=O)N(C)C[C@H](OC)[C@H](C)CN(C(=O)Cc1cccnc1)[C@H](C)CO2
  -0.3	3
> C[C@@H]1CCCCO[C@@H](CN(C)Cc2ccccc2)[C@H](C)CN([C@@H](C)CO)C(=O)c2cc(NS(=O)(=O)c3cccs3)ccc2O1
  0.9	/
> COc1ccc(NC(=O)Nc2cccc3c2O[C@H](CN(C)S(=O)(=O)c2ccc(F)cc2)[C@@H](C)CN([C@@H](C)CO)C3=O)cc1
  -1.5	/
> CO[C@H](CN(C)C(=O)C1CC1)[C@@H](C)CN(C(=O)Nc1ccc(C(F)(F)F)cc1)[C@H](C)CO
  -0.1	8
> COc1ccc(NC(=O)C(=O)NCC(=O)Nc2ccc(C)c(Cl)c2)cc1
  -0.1	3
> C[C@H](CO)N1C[C@H](C)[C@H](CN(C)Cc2ccc3c(c2)OCO3)Oc2ccc(NC(=O)Nc3ccc(C(F)(F)F)cc3)cc2CC1=O
  -3.8	/
> O=C(N/N=C/c1ccccc1Br)c1ccccn1
  -0.1	4
> CCCC#Cc1cnc2c(c1)C(=O)N([C@@H](C)CO)C[C@@H](C)[C@@H](CN(C)C(=O)c1ccccc1)O2
  0.0	-3
> C[C@H]1CCCCO[C@@H](CN(C)C)[C@@H](C)CN([C@@H](C)CO)C(=O)c2cc(NC(=O)c3ccncc3)ccc2O1
  1.6	-1
> CO[C@@H]1CC[C@H]2CCOc3c(C#N)cccc3C(=O)N(C)[C@@H](C)C(=O)N(C)C[C@H]1O2
  -0.1	0
> COCC(=O)Nc1ccc2c(c1)[C@H]1C[C@H](CC(=O)NCc3cccc(F)c3)O[C@@H](CO)[C@H]1O2
  -0.3	4
> C[C@H](CO)N1C[C@H](C)[C@H](CN(C)C(=O)c2ccncc2)OCCCC[C@H](C)Oc2ccc(NC(=O)CCCCCC(=O)Nc3ccccc3N)cc2C1=O
  -1.0	/

Random excerpt: three compounds from above
Results follow in this order: IDH1 R132H inh	EZH2 inh
> C[C@H](CO)N1C[C@H](C)[C@H](CN(C)C(=O)c2ccncc2)OCCCC[C@H](C)Oc2ccc(NC(=O)CCCCCC(=O)Nc3ccccc3N)cc2C1=O
  -1.0	/
> C[C@@H]1CCCCO[C@@H](CN(C)Cc2ccccc2)[C@H](C)CN([C@@H](C)CO)C(=O)c2cc(NS(=O)(=O)c3cccs3)ccc2O1
  0.9	/
> COCC(=O)Nc1ccc2c(c1)[C@H]1C[C@H](CC(=O)NCc3cccc(F)c3)O[C@@H](CO)[C@H]1O2
  -0.3	4

Continued.
Results follow in this order: IDH1 R132H inh	EZH2 inh
> CCCN1C[C@@H](C)[C@@H](OC)CN(C)C(=O)c2cc(NC(=O)COC)ccc2OC[C@@H]1C
  /	-6
> C[C@@H]1CN([C@@H](C)CO)C(=O)Cc2cc(NC(=O)Cc3ccccc3)ccc2O[C@H]1CN(C)C(=O)Nc1cccc2ccccc12
  0.2	-13
> C[C@H](CO)N1C[C@H](C)[C@H](CN(C)S(=O)(=O)c2ccccc2)Oc2ncc(C#Cc3ccccc3)cc2C1=O
  0.5	-15
> C[C@@H]1CN([C@H](C)CO)C(=O)c2cccc(NS(=O)(=O)c3ccccc3)c2O[C@@H]1CN(C)C(=O)Nc1ccc(C(F)(F)F)cc1
  0.9	/
> O=C(C[C@@H]1CC[C@H](NC(=O)C2CCOCC2)[C@H](CO)O1)NCC1CCCCC1
  0.3	-8
> COc1cccc(S(=O)(=O)N(C)C[C@H]2Oc3ncc(C#CC(C)C)cc3C(=O)N([C@H](C)CO)C[C@@H]2C)c1
  -0.7	/
> C[C@@H]1CCCCO[C@H](CN(C)S(=O)(=O)c2ccc(F)cc2)[C@@H](C)CN([C@@H](C)CO)C(=O)c2cc(NC(=O)Nc3ccccc3)ccc2O1
  -0.1	/
> CN(C)c1ccc2c(c1)[C@H]1C[C@H](CC(=O)O)O[C@@H](CO)[C@H]1O2
  -2.8	-10
> C[C@@H](NC(=O)C[C@H]1C[C@H]2c3cc(NC(=O)NC4CCCC4)ccc3O[C@H]2[C@@H](CO)O1)c1ccccc1
  -0.3	-10
> Cc1ccc(S(=O)(=O)NC(=O)NN2CCCCCC2)cc1
  -0.2	-17
> C[C@H](CO)N1C[C@H](C)[C@H](CN(C)Cc2ccncc2)OCCCC[C@H](C)Oc2ccc(NC(=O)C3CCCCC3)cc2C1=O
  /	4
> COc1ccc(CN(C)C[C@H]2Oc3ccc(NC(=O)Nc4c(C)noc4C)cc3C(=O)N([C@H](C)CO)C[C@H]2C)cc1
  -2.8	-12
> CCC(=O)Nc1ccc2c(c1)C(=O)N(C)C[C@@H](OC)[C@H](C)CN(C(=O)c1cccnc1)[C@@H](C)CO2
  0.0	7
> COc1cccc(-c2cnc3c(c2)C(=O)N([C@H](C)CO)C[C@@H](C)[C@H](CN(C)C(=O)Nc2ccccc2F)O3)c1
  /	-12&-7
> O=C(Nc1ccc(Cl)cc1)N[C@@H]1CC[C@H](CCn2cc(Cc3ccccc3)nn2)O[C@H]1CO
  0.1	-4
> Cc1ccc(S(=O)(=O)N(C)C[C@@H]2Oc3ccc(NC(=O)Nc4ccc(F)cc4)cc3C(=O)N([C@@H](C)CO)C[C@@H]2C)cc1
  2.0	-3
> CO[C@H]1CN(C)C(=O)c2cc(NC(C)=O)ccc2OC[C@@H](C)N(C(=O)Cc2cccnc2)C[C@H]1C
  0.1	14
> C[C@H](NC(=O)C[C@H]1C[C@@H]2c3cc(NC(=O)Cc4ccncc4)ccc3O[C@@H]2[C@H](CO)O1)c1ccccc1
  -0.1	2
> COc1cc(NC(=O)COc2ccc(Br)cc2C)c(OC)cc1Cl
  0.4	11
> COc1cccc(S(=O)(=O)N(C)C[C@H]2OCc3ccccc3-c3c(n(C)c4ccccc34)C(=O)N([C@@H](C)CO)C[C@@H]2C)c1
  /	-17

One compound at a time, as listed above.
O=C(Nc1ccc(Cl)cc1)N[C@@H]1CC[C@H](CCn2cc(Cc3ccccc3)nn2)O[C@H]1CO is entered as IDH1 R132H inh = 0.1; EZH2 inh = -4
CCCN1C[C@@H](C)[C@@H](OC)CN(C)C(=O)c2cc(NC(=O)COC)ccc2OC[C@@H]1C is entered as IDH1 R132H inh = /; EZH2 inh = -6

More results follow:
Results follow in this order: IDH1 R132H inh	EZH2 inh
> C[C@H]1CN([C@@H](C)CO)C(=O)c2cc(C3=CCCCC3)cnc2O[C@@H]1CN(C)C(=O)c1ccc2c(c1)OCO2
  3.2	3
> COc1ccc(CNC(=O)C[C@@H]2C[C@H]3c4cc(NC(=O)NC5CCCC5)ccc4O[C@H]3[C@@H](CO)O2)cc1
  0.1	-8
> Cc1cc(C)nc(NS(=O)(=O)c2ccc(NC(=O)C3COc4ccccc4O3)cc2)n1 (centres undefined)
  0.0	3
> CO[C@@H](CN(C)S(=O)(=O)c1cn(C)cn1)[C@H](C)CN(C(=O)Nc1ccc(F)cc1)[C@H](C)CO
  0.4	5
> CSc1ccccc1NC(=O)CN(c1ccc(Br)cc1)S(C)(=O)=O
  0.1	-22
> C[C@@H]1CN([C@H](C)CO)C(=O)c2cc(NC(=O)CCC(F)(F)F)ccc2O[C@H]1CN(C)S(=O)(=O)c1ccc(Cl)cc1
  3.5	10
> CCOC(=O)c1cc(NC(=O)CSc2nc3ccccc3c(=O)[nH]2)ccc1Cl
  -0.1	13
> COc1cccc(C#Cc2cnc3c(c2)C(=O)N([C@H](C)CO)C[C@@H](C)[C@@H](CN(C)C(=O)C2CC2)O3)c1
  /	14
> O=C(C[C@H]1CC[C@@H](NC(=O)c2ccncc2)[C@H](CO)O1)NCC1CCCCC1
  0.1	9
> COc1ccc(S(=O)(=O)Nc2ccc3c(c2)C(=O)N([C@@H](C)CO)C[C@@H](C)[C@@H](CN(C)Cc2ccc(C(=O)O)cc2)OCCCC[C@H](C)O3)cc1
  -12	/
> C[C@H]1CN([C@@H](C)CO)C(=O)Cc2cc(NC(=O)Nc3ccccc3)ccc2O[C@H]1CN(C)Cc1ccc(C(F)(F)F)cc1
  0.2	/
> COC(=O)c1ccc(NC(=O)CCn2nc(-c3ccccc3)c3ccccc3c2=O)cc1
  0.2	-19
> C[C@H](CO)N1C[C@H](C)[C@H](CN(C)C(=O)c2ccccc2)OCCCC[C@H](C)Oc2ccc(NC(=O)Nc3ccccc3)cc2C1=O
  1.9	/
> Cc1ccc(NC(=O)CSc2nnc(-c3ccc(C)c(Cl)c3)n2C)cc1Cl
  0.2	18
> CC(=O)OCOC(=O)CN(CC(=O)OCOC(C)=O)c1ccccc1OCCOc1ccccc1N(CC(=O)OCOC(C)=O)CC(=O)OCOC(C)=O
  -0.3	/
> Cc1cc(OCC(=O)Nc2ccccc2N2CCN(C)CC2)cc(C)c1Cl
  -0.1	-9
> COc1ccc(S(=O)(=O)N(C)C[C@@H]2Oc3ccc(NS(=O)(=O)c4ccc(C)cc4)cc3C(=O)N([C@@H](C)CO)C[C@H]2C)cc1
  0.8	/
> O=[N+]([O-])c1cccc(NC(=S)Nc2nn(Cc3ccc(Cl)cc3Cl)cc2Cl)c1
  0.2	1
> CNC[C@@H]1Oc2ccc(NS(=O)(=O)c3cccs3)cc2CC(=O)N([C@H](C)CO)C[C@@H]1C
  1.8	/
> C[C@H](CO)N1C[C@H](C)[C@H](CN(C)Cc2ccccc2)Oc2ccc(NC(=O)CCN3CCOCC3)cc2C1=O
  /	-6

Only part of the results is shown; the hit share may differ from the screen's.
